Source: PubChem
SNCA viab count – cell viability loss counter-screen. HEK-293-SNCA-luc viability, GF-AFC fluorescence, 24 h. Potency, µM (top dose mostly 57.1 µM), for inactives: at the top dose activity change, negative = cytotoxicity, hits mostly cytotoxic. 150,000 tested, 0.12% active. AID 1671193;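 further: potency means the concentration at half of the fitted maximal effect; 0% = DMSO-treated cells and -100% = medium-only wells without cells; nearly all actives have a fitted effect of over 30% in size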
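HEK-293-SNCA-luc cells (1500/well) plated 24 h, then exposed 24 h to a dilution series; GF-AFC added 30 min at 37C, fluorescence 405/540 nm; normalised to medium-only and DMSO wells, Hill fit.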
IP6K1 inh – blocks human inositol hexakisphosphate kinase 1 | Q92551 | IP6K1 kinase, ADP-Glo luminescence, 2 h; hits give low values | activity change, % (series mostly up to about 58 µM) | 140,000 tested, 0.81% active | AID 1645851; in the data active means activity change below about -25%
Target sequence (Q92551 whole entry, looked up): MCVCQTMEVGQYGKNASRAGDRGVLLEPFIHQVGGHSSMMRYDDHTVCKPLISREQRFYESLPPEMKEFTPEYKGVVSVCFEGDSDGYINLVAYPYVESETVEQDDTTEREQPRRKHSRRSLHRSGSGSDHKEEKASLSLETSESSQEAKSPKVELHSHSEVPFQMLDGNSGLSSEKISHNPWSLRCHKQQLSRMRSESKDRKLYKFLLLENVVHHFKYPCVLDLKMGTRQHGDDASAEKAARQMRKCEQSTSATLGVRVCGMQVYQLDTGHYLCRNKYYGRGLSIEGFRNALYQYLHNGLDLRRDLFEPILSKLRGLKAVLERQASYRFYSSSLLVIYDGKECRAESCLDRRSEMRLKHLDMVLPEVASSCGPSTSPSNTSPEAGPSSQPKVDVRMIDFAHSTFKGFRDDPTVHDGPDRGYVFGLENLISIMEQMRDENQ
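ADP-Glo luminescence measures ADP made by human IP6K1 during a 2 h RT reaction with ATP/IP6 (mix at 1.3 mM/130 uM); top library doses 57.5 and 19.1 uM final.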
SNCA expr inh – SNCA gene expression inhibition | Potency, µM (highest dose often 57.2 µM), inactives show at the top dose activity change, negative = inhibition, most hits filed as inhibitors | 140,000 tested, 0.17% active | HEK-293 SNCA-luciferase knock-in, luminescence, 24 h;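 further: potency means the concentration at half of the fitted maximal effect; plate controls were DMSO cells for no effect and cell-free wells for full effect; nearly all actives have a fitted effect of over 45% in size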
HEK293 tox – kills HEK 293 cells; HEK 293 viability, ATP luminescence (CellTiter-Glo), 48-72 h; 94,000 tested, 6.6% active; Potency, µM (top dose mostly 115 µM), inactives show top-dose activity change, negative = cytotoxicity, actives largely listed as inhibitors; further: potency means the concentration at half of the fitted maximal effect; nearly all actives have a fitted effect of over 60% in size
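ATP-coupled CellTiter-Glo luminescence served as viability read-out, recorded 10 min after reagent addition at room temperature. HEK 293 cells, 250 cells/well, had been incubated with pintool-transferred compound for 48 or 72 hr at 37 degree Celsius.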
NIH3T3 tox – cytotoxic compounds in NIH 3T3 cells | 94,000 tested, 4.3% active | Potency, µM (doses to about 96.7 µM), inactives show at the top dose activity change, negative = cytotoxicity, hits mostly inhibitors | AID 1345082 | NIH 3T3 viability, CellTiter-Glo ATP luminescence, 48-72 h; further: potency means the concentration at half of the fitted maximal effect; nearly all actives have a fitted effect of over 55% in size
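Cytotoxicity was measured by CellTiter-Glo ATP luminescence after 48 or 72 h compound exposure at 37 °C. Mouse NIH 3T3 fibroblasts were seeded at 400 cells/well and dosed by 23 nL pin transfer.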
Luciferase inh – blocks purified firefly luciferase enzyme activity; P08659; purified P. pyralis luciferase, luminescence, biochemical; Potency, µM (titrated, usually from 115 µM), without a hit: at the top dose activity change, negative = inhibition, hits mostly inhibitors; 76,000 tested, 2.5% active; AID 1347043; further: potency means the concentration at half of the fitted maximal effect; nearly all actives have a fitted effect of over 65% in size
Target sequence (P08659 whole entry, looked up): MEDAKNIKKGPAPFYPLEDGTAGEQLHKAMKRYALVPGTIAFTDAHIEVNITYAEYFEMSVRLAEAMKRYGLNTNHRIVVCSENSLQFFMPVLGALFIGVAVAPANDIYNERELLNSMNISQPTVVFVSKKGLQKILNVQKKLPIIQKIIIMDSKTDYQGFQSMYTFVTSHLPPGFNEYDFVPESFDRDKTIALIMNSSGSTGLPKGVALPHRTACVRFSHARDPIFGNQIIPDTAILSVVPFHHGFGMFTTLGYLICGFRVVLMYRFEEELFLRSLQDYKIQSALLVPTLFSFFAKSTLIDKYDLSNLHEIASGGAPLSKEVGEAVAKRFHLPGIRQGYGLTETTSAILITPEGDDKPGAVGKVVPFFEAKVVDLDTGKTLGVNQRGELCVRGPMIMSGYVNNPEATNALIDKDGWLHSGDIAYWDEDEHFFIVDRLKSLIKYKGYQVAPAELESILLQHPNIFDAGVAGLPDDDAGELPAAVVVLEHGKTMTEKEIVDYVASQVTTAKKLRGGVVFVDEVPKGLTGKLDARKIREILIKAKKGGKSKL
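FLuc 10nM, D-luciferin 10uM, ATP 10uM, Mg acetate 10mM, Tris acetate pH 7.5, Tween/BSA; cpd qHTS; enzyme added last; CCD luminescence.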
GPT2 inhibitor – blocks human glutamate pyruvate transaminase 2 | Q8TD30 | Recombinant GPT2, coupled pyruvate oxidase/HRP Amplex Red fluorescence | Potency, µM (series often up to 57.7 µM), for inactives: top-dose activity change, negative = inhibition, hits mostly inhibitors | 100,000 tested, 0.25% active | AID 1671188; further: potency means the concentration at half of the fitted maximal effect; nearly all actives have a fitted effect of over 60% in size; many of its hits are not listed in these tables
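GPT2 10ng/uL, a-KG 250uM, L-Ala 2mM, HEPES pH7.5 + 0.0001% Tween; 30 min RT. Then Amplex mix (PO/HRP/ThPP), 30 min RT dark, fluorescence. AOA 50uM used as positive control.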
Starred values were filed as active, the others as inactive; i = inactive; ? = inconclusive; / = no result given; [ ] = remark or other dose. Unless noted, the call rests on the fitted dose curve; in most records, active means well fitted curve in the direction sought with a large enough effect; inconclusive means small, poorly fitted or top-dose-only effect, or another doubt; inactive means no such curve, though single readings can be large; an effect the other way counts as inactive or inconclusive. Unless noted, on the % scale 0 is the no-effect control and ±100 the full control effect.

SMILES	SNCA viab count	IP6K1 inh	SNCA expr inh	HEK293 tox	NIH3T3 tox	Luciferase inh	GPT2 inhibitor
COC(=O)c1ccccc1NC(=O)c1cc2c(s1)-c1ccccc1OC2	-23.9%	-1.6	?	/	/	/	/
CCc1nc2c(c(-c3ccc(Cl)cc3)n1)CN([S+](=O)([O-])c1ccc(C)cc1)CC2	-5.5%	-7.8	-6.1%	i	3.3%	-1.3%	-4.6%
O=[S+]1([O-])NCC2(CCN(CC3CC3)C2)Nc2ccccc21 (centres undefined)	7.1%[87.6 µM]	-6.2	3.8%[87.6 µM]	-2.5%[172 µM]	-6.6%[138 µM]	0.8%[172 µM]	i
CCN(CC)C(=O)[C@@H]1CCCN1[C@H](Cc1ccccc1)C(=O)NC	-10.1%[87.6 µM]	18.9	-18.2%[87.6 µM]	3.3%[172 µM]	i	1.8%[172 µM]	?
CCCSc1oc(-c2cccs2)nc1S(=O)(=O)c1ccc(Cl)cc1	7.6%	-15.0	-19.2%	/	/	/	/
COC(=O)c1c(NC(=O)CS(=O)(=O)c2ccc(C)cc2)sc2c1CCCCC2	3.7%	-4.7	?	/	/	/	/
O=C1c2cccn2CC(CNS(=O)(=O)c2ccc(F)cc2)N1Cc1ccccc1 (centres undefined)	-10.0%	1.5	-15.3%	?	-11.3%	-16.2%	2.8%
O=C(NCCCN1CCN(c2cccc(Cl)c2)CC1)c1sc2ncccc2c1-n1cccc1	9.3%	-0.3	-26.6%	/	/	/	/
COc1cc(NC(=O)CSc2nnc(C)n3c2cc2oc(C)cc23)cc(OC)c1	6.8%	-1.0	-26.6%	/	/	/	/
COc1ccc(NC(=O)c2c(C)oc3ccn(Cc4cccc(F)c4)c(=O)c23)cc1F	-2.8%	4.9	-4.7%	?	?	-16.7%	-17.3%
O=C(NCc1cc(F)ccc1F)C1CCN(C(=O)c2ncn3c2COC(c2ccc(F)cc2)C3)CC1 (centres undefined)	2.7%	5.4	-5.0%	-0.2%	-0.5%	44.7µM*	-4.7%
O=C(Cn1nnc2sc3c(c2c1=O)CCCC3)Nc1ccc(F)c(Cl)c1	3.9%	-3.4	-13.3%	/	/	/	/
CCN1CC(c2ccccc2)CC2(CCN(C(=O)Nc3ccccc3)CC2)C1 (centres undefined)	2.1%	3.6	2.5%	?	-18.8%	3.4%	-7.5%
CC1CCN(C(=O)C[C@@H]2c3nc(NC(=O)c4cccc(F)c4)sc3C[C@@H]3[C@](C)(CO)[C@H](O)CC[C@]32C)CC1	-7.2%	3.3	-17.0%	?	?	10.7%	i
COc1cc(NC(=O)c2cccc(Cl)c2Cl)ccc1NC(=O)c1cc2ccccc2o1	-5.0%	-2.2	11.3%	/	/	/	/
CC(C)CNC(=O)c1ccnc(-c2nnc3ccc(N4CCN(C)CC4)nn23)c1	5.5%[87.6 µM]	-14.0	-13.8%[87.6 µM]	4.9%[172 µM]	?	2.1%[172 µM]	i
COc1ccc(CCN2CCC(CN(C)Cc3ccc(C#CCCO)cc3)CC2)cc1	7.0%	-2.2	-2.4%	?	?	8.7%	i
COc1ccc(-c2cc(C(F)(F)F)nc(S(=O)(=O)CCCC(=O)Nc3ccccc3C(F)(F)F)n2)cc1OC	-7.4%	-3.7	-2.4%	/	/	/	/
NC(=O)[C@@H](Cc1ccccc1)NC(=O)[C@@]1(O)C[C@@H](O)[C@H](O)[C@@H](NC(=O)c2cccnc2)C1	7.9%	2.4	20.8%	-10.6%	-27.1%	-7.0%	0.4%
O=C1NCCOCCCN(S(=O)(=O)c2ccc3c(c2)OCCO3)[C@H]2CCC[C@@H]12	?	2.4	-89.0%	-0.3%	-19.4%	0.0%	-2.7%
C/C=C(\C)C(=O)OC[C@H]1O[C@@H](O[C@H]2[C@@H](O[C@H]3O[C@H](COC(=O)/C(C)=C/C)[C@@H](O)[C@H](O)[C@H]3O[C@@H]3O[C@H](COC(=O)/C(C)=C/C)[C@@H](O)[C@H](OC(=O)/C(C)=C/C)[C@H]3O)O[C@H](COC(=O)/C(C)=C/C)[C@@H](O)[C@@H]2O)[C@H](O)[C@@H](O)[C@@H]1O	-11.1%[12.5 µM]	3.6	/	/	/	/	4.8%[17.1 µM]
CCOc1ccc(NC(=O)CSc2nc(-c3cccc(Cl)c3)nc3c2Cc2c(CO)cnc(C)c2O3)cc1	0.1%	-1.6	-2.1%	/	/	/	/
COc1ccc(CNC(=O)[C@@H]2CCC[C@@H](NC(=O)C3CCOCC3)CN(C)C(=O)C2)cc1	1.6%	-2.4	18.6%	i	1.7%	-0.3%	i
C=CCc1ccccc1OCc1nc2ccc(C)cc2[nH]1	-9.6%	6.7	-8.9%	/	/	/	/
O=C(Nc1ccccc1F)C(Cc1ccccc1)N1Cc2ccccc2C1=O (centres undefined)	-3.1%	-3.1	13.4%	/	/	/	/

Other entries
SMILES	SNCA viab count	IP6K1 inh	SNCA expr inh	HEK293 tox	NIH3T3 tox	Luciferase inh	GPT2 inhibitor
CCn1cc(S(=O)(=O)N2CCC(c3noc(COCc4ccccc4)n3)CC2)cn1	8.8%	-13.0	-17.6%	-15.6%	-17.4%	/	i
COc1cc2[nH]c(=O)n(CCCC(=O)NCc3ccccc3Cl)c(=O)c2cc1OC	0.8%	7.1	1.1%	/	/	/	/
F[C@@H]1CN(Cc2nccs2)C[C@@H]1OCc1nc2ccccc2o1	4.8%[87.6 µM]	-11.8	82.5%[activator][87.6 µM]	-16.5%[172 µM]	-12.5%[138 µM]	?	0.7%[88.5 µM]
COc1ccc(-n2ncc(C(=O)Nc3ccc4c(c3)OCO4)c2C2CCN(C(=O)OC(C)(C)C)CC2)cc1	-28.5%	26.1	-13.5%	/	/	/	/
COc1ccccc1CCNC(=O)c1cccn1-c1nnc(N2CCCC2)s1	-5.4%	0.6	12.5%	/	/	/	/
COc1ncccc1CNC[C@H]1COCc2nc3cc(C(F)(F)F)ccc3n21	3.3%[87.6 µM]	-14.8	-11.0%[87.6 µM]	-8.9%[172 µM]	i	-0.2%[172 µM]	-6.4%[88.5 µM]
Cc1ccccc1CNC(=O)c1ccc2c(c1)N(C)C1CCCN1C2=O (centres undefined)	-7.3%[12.5 µM]	17.3	6.8%	5.5%	i	-7.4%	3.2%
COc1cccc(CC(=O)N2CCCC3(C2)NC(=O)N(Cc2cccc(Cl)c2)C3=O)c1 (centres undefined)	-9.2%	-8.9	-7.3%	0.1%	-16.9%	0.0%	-12.0%
COCCCNC(=O)c1ccc2nnc(-c3ccc(F)cc3)n2c1	10.2%[87.6 µM]	-4.6	3.6%[87.6 µM]	i	i	/	i
CCC(CC)C(=O)Nc1ccc(OCc2cc(=O)n3ccsc3n2)cc1	2.9%	-8.1	-14.3%	/	/	/	/
COCCCNC(=O)CCCN1C(=O)COc2ccc(C(=O)COc3cc(C)ccc3C)cc21	?	8.1	15.0%	?	?	-8.3%	i
COCCn1ncc(N2CCCC(CC(=O)Nc3ccc(C)cc3)C2)cc1=O (centres undefined)	-5.4%	10.3	3.6%	12.4%	?	-5.0%	i
O=C(CC1CCCC1)N1[C@@H](c2ccco2)[C@@H](CO)C[C@]12CCCCN(CCO)C2=O	/	1.5	/	?	?	/	/
COc1ccccc1N1CCN(c2nc3ccc(C)cc3nc2-n2nc(C)cc2C)CC1	-0.8%	1.1	4.8%	/	/	/	/
CS(=O)(=O)N(Cc1cccnc1)C1CN(C(=O)c2cc3ccccc3[nH]2)C1	0.2%	0.0	26.7%	-4.2%	2.9%	?	-10.0%
COCc1nc(CCNC(=O)CCCc2nc(-c3ccc(C)cc3)no2)no1	-15.1%[12.5 µM]	16.0	2.8%	-27.0%	-19.8%	-30.5%	2.0%
O=C(CC[C@@H]1CNC(=O)[C@@H]2C[C@H](NCc3ccc(F)cc3)CN12)NCc1ccccc1	-6.8%[87.6 µM]	-0.1	5.2%[87.6 µM]	-2.8%[172 µM]	-0.1%[174 µM]	0.4%[172 µM]	0.7%[88.5 µM]
COc1cccc(-c2cn3cc(C(=O)NC4CCCCCC4)nc3s2)c1	-20.7%	-3.9	7.0%	?	?	/	i
CC(=O)N1CCc2c(sc3c2c(=O)n(Cc2ccccc2)c(=O)n3Cc2ccccc2F)C1	19.5%	-3.6	-4.2%	/	/	/	/
Cc1cc(C)cc(NC(=O)Cn2cc(C(=O)c3ccccc3)c(=O)c3ccc(C)nc32)c1	-2.7%	18.5	7.2%	/	/	/	/
CCN(CC)CCNC(=O)c1ccc2c(c1)sc1nc(-c3ccc(F)cc3)cn12	-8.5%	-6.4	113.8%[activator]	/	/	/	/
C#CCNC(=O)c1cc(-c2ccccc2OC)c2cnn(C)c2n1	-17.7%	-6.1	72.8%[activator]	-16.3%	-25.0%	/	-6.9%
Cc1cc(C(=O)Cn2cc(C#N)ccc2=O)c(C)n1Cc1ccccc1	-24.3%	-2.6	/	/	/	/	i
Cc1cccc(C)c1NC(=O)c1nc(S(C)(=O)=O)ncc1N(Cc1ccc(F)cc1)Cc1ccco1	2.9%	-14.6	7.0%	/	/	/	/
CC1(C)C(=O)N(CCOc2ccccc2)[C@H]2CN(Cc3ccc4c(c3)CCO4)C[C@H]2[S+]1(=O)[O-]	-16.5%	18.0	-28.2%	?	?	7.1%	1.2%

(listing goes on)
SMILES	SNCA viab count	IP6K1 inh	SNCA expr inh	HEK293 tox	NIH3T3 tox	Luciferase inh	GPT2 inhibitor
CC(=O)N1CCCC(c2[nH]ccc2C(=O)NCc2ccc3c(c2)OCO3)C1 (centres undefined)	3.0%[12.5 µM]	5.7	2.8%	i	i	-11.8%	i
Cc1ccsc1C(=O)C1CCCN(Cc2ccc(OC(C)C)c(CO)c2)C1 (centres undefined)	11.6%	-6.7	-1.2%	?	?	-10.0%	i
Cc1cc(Nc2cccc(Cl)c2)nc2ccc(NC(=O)Cc3ccc(Cl)cc3)cc12	0.5%	12.7	?	/	/	/	/
Cc1ncsc1CCC(=O)N(C)Cc1csc(-c2ccccc2)n1	0.5%	-10.3	9.6%	?	-33.4%	-15.1%	-0.3%[11.5 µM]
COc1ccccc1C(=O)N1CCC(Cc2nc(-c3ccc(F)cc3)no2)CC1	-26.5%	0.0	-2.2%	?	?	-11.5%	-3.5%
N#CC1(c2ccc(NC(=O)c3cccnc3NCc3ccncc3)cc2)CCCC1	-2.3%	/	120.1%[activator]	/	/	/	i

Some of these compounds in order of SMILES length, descending.
SMILES	SNCA viab count	IP6K1 inh	SNCA expr inh	HEK293 tox	NIH3T3 tox	Luciferase inh	GPT2 inhibitor
CC1(C)C(=O)N(CCOc2ccccc2)[C@H]2CN(Cc3ccc4c(c3)CCO4)C[C@H]2[S+]1(=O)[O-]	-16.5%	18.0	-28.2%	?	?	7.1%	1.2%
CC(=O)N1CCCC(c2[nH]ccc2C(=O)NCc2ccc3c(c2)OCO3)C1 (centres undefined)	3.0%[12.5 µM]	5.7	2.8%	i	i	-11.8%	i
COc1ccccc1C(=O)N1CCC(Cc2nc(-c3ccc(F)cc3)no2)CC1	-26.5%	0.0	-2.2%	?	?	-11.5%	-3.5%
N#CC1(c2ccc(NC(=O)c3cccnc3NCc3ccncc3)cc2)CCCC1	-2.3%	/	120.1%[activator]	/	/	/	i
